CAL PDZ FP-1: CAL PDZ peptide-binding inhibitors, primary screen, biochemical, fluorescence polarization, Cer-tagged CAL PDZ, HTS. Golgi-associated PDZ and coiled-coil motif-containing protein (Homo sapiens), Q9HD26. purified CAL PDZ, TMR-peptide fluorescence polarization, 1 h. inhibition, % at 20 µM. hit rate 0.02% among 330,000. AID 504414, 2011;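 active means highest replicate inhibition of at least 40%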;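 further: plate controls were DMSO neutral control wells for no effect and unlabeled competitor peptide control wells for full effect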
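Material – purified CerCALP PDZ construct · Detection – FP readout, S and P plane fluorescence · Measure – percent inhibition from loss of millipolarization · Controls – unlabelled peptide for full inhibition, DMSO wells as neutral · Probe or stimulus – TMR-labelled reporter peptide T*-PRC34 bound in PDZ groove · Times – 1 h at RT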
Rtt109 HAT inh: inhibitors of C. albicans Rtt109/Vps75 HAT, primary screen, biochemical, ThioGlo CoA-SH fluorescence, plate reader; Histone acetyltransferase RTT109 (Candida albicans (strain SC5314 / ATCC MYA-2876)), …; purified Rtt109/Vps75, 4 h; inhibition, % at 34.9 µM; hit rate 0.16% among 330,000;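 active means inhibition of at least 50% in every replicate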
Target sequence (Q5AAJ8 whole entry, looked up): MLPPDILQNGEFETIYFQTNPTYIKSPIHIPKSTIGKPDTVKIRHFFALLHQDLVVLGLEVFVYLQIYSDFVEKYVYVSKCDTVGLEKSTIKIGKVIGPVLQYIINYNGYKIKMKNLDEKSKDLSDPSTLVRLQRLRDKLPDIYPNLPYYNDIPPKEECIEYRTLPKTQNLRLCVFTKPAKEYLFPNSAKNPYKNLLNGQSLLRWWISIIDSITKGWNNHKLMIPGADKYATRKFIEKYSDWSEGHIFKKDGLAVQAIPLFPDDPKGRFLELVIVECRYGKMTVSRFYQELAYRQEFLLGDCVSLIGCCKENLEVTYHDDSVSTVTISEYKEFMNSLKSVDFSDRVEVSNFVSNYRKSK
RTF Ca sens inh: cardiac RTF calcium sensitivity inhibitors, primary screen, biochemical, IANBD-TnC fluorescence, EC70 calcium | inhibition, % at 7.15 µM | Troponin I, cardiac muscle (Homo sapiens) + Troponin T, cardiac muscle (Homo sapiens) + … | IANBD-labeled cardiac RTF, Ca2+ fluorescence | hit rate 0.12% among 340,000;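 active means inhibition above the mean inhibition of all tested compounds plus 3 SD, cut at about 17% in these data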;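 further: assay run at fixed EC70 calcium of 1.6 mM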
Keap1-Nrf2 PPI: Keap1-Nrf2 protein-protein interaction inhibitors, primary screen, biochemical, fluorescence polarization, single point; Kelch-like ECH-associated protein 1 (Homo sapiens), Q14145; Keap1 Kelch-Nrf2 peptide fluorescence polarization, 1536-well; inhibition, % at 9.4 µM; hit rate 0.15% among 340,000; AID 504523, 2011; in the data active means inhibition above about 12%;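 further: human Keap1 Kelch domain with fluorescein labeled Nrf2 9mer peptide probe; 0% = neutral control wells and 100% = peptide positive control; higher means more block of Keap1 binding to Nrf2 peptide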
C-LANA FP: inhibitors of KSHV C-LANA binding to DNA, primary screen, biochemical, fluorescence polarization, FAM-LBS DNA, MBP-C-LANA, single point; inhibition, % at 9 µM; hit rate 0.078% among 340,000;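 active means highest replicate inhibition at or above 60% at 9 µM, even if other replicates fall short; inactive means all replicates below 60% inhibition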;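 further: 0% = neutral control wells and 100% = 4 µM acridine orange control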
SR-BI DiI-HDL act: activators of SR-BI mediated DiI-HDL uptake, primary screen, ldlA[mSR-BI] CHO cells, DiI fluorescence. AID 504775, 2011. activation, % at 12.5 µM. hit rate 0.096% among 320,000. 3 h; 100 = double the neutral-control signal;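 active means mean replicate activation of at least 60% and every replicate at or above 60%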;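 further: 0% = median plate neutral-control signal and 100% = twice that signal; values of inactives mirror those of a sister screen read the other way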
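System: LDL receptor-deficient CHO ldlA cells overexpressing murine SR-BI | Timing: 3 h uptake period with compound, 37 °C | Medium: HEPES-buffered (25 mM, pH 7.4) F12 plus 0.5% BSA | Dosing: Single-point compound dose | Signal: Bottom-read fluorescence, 550/595 nm | Read-out: Retained DiI signal reflecting DiI-HDL uptake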
cardiac RTF act: cardiac RTF calcium sensitivity activators, primary screen, biochemical, IANBD-TnC fluorescence, EC20 calcium; Troponin I, cardiac muscle (Homo sapiens) + Troponin T, cardiac muscle (Homo sapiens) + …; IANBD-labeled TnC RTF fluorescence at EC20 calcium; 0% EC20 calcium, 100% full calcium; activation, % at 7.2 µM; hit rate 0.24% among 340,000;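 active means activation above the mean over all tested compounds plus 3 SD, cut at about 30% in these data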;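 further: rise in fluorescence read as greater calcium sensitivity of cardiac thin filaments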
CAL PDZ FP-2: untagged CAL PDZ binding inhibitors, primary screen, biochemical, fluorescence polarization, HTS. hit rate 0.92% among 300,000. inhibition, % at 24.9 µM. Golgi-associated PDZ and coiled-coil motif-containing protein (Homo sapiens), Q9HD26. AID 602252, 2012. purified CAL PDZ, TMR-peptide fluorescence polarization, 1 h;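 active means mean inhibition of at least 30% with at least half of replicates also reaching 30%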;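 further: 0% = DMSO neutral control and 100% = excess unlabeled competitor peptide PRC23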
PKA-R2B activ: activators of PKA-R2B holoenzyme, primary screen, biochemical, fluorescence polarization, Cy5-IP20, human | PKA-R2B holoenzyme dissociation; R2B truncated from residue 108, S112A mutant; 0% DMSO only, 100% 113 µM cGMP | hit rate 0.079% among 340,000 | activation, % at 11.4 µM;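 active means activation above a cutoff set at the mean over all compounds plus 3 SD, cut at about 18% in these data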;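 further: higher means more holoenzyme dissociation and a rise in polarization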
DAGLB inhibitor: DAGLB lipase inhibitors, primary screen, biochemical, fluorescence, HTS; HEK293T DAGLB membrane lysate, EnzChek fluorogenic substrate; inhibition, % at 5.17 µM; hit rate 0.059% among 340,000; in the data active means inhibition above about 34%;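 further: 0% = enzyme with vehicle and 100% = wells lacking enzyme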
Target sequence (Q8NCG7 whole entry, looked up): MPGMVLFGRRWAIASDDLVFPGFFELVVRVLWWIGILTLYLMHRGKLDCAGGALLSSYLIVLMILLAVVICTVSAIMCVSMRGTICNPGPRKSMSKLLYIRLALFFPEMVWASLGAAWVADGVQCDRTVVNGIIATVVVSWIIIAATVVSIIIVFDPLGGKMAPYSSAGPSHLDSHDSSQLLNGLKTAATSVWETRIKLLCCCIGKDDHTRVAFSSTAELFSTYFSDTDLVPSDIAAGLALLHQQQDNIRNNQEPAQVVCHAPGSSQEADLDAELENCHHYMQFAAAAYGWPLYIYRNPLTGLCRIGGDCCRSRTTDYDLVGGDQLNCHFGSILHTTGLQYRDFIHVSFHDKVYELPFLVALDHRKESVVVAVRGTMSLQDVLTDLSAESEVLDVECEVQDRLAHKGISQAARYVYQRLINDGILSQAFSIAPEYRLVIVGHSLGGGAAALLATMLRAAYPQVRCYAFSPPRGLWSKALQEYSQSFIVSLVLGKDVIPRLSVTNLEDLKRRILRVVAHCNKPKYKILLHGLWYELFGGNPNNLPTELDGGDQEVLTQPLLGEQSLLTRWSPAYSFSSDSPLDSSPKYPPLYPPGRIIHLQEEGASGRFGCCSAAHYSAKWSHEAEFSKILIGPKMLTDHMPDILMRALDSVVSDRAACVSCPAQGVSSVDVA
* marks the source's active call; other numbers are inactive results; x = no result given. Rows are unselected, and some 1.6% of all compounds hit somewhere here.

CAL PDZ FP-1	Rtt109 HAT inh	RTF Ca sens inh	Keap1-Nrf2 PPI	C-LANA FP	SR-BI DiI-HDL act	cardiac RTF act	CAL PDZ FP-2	PKA-R2B activ	DAGLB inhibitor	Molecule
-0.4	x	-7	x	x	37	-1	-4	-11	5	Cc1ccc(NS(=O)(=O)c2cccc(C(=O)NCCCn3ccnc3)c2)cc1
1.4	4	-6	-1	0.5	x	-1	-1	-4	11	O=[N+]([O-])c1ccc(/C=N/n2c(COc3ccccc3)n[nH]c2=S)cc1
-0.3	4	-5	-2	0.0	12	-2	0	-2	0	COc1cc(Cl)c(C)cc1NC(=O)CN1C(=O)C2CCCCC2C1=O (stereo not given)
0.9	-3	-1	2	-0.2	-23	3	5	-2	-2	COc1cc2[nH]c(=O)n(CCC(=O)N3CC=C(c4ccccc4)CC3)c(=O)c2cc1OC
-1.8	-28	-17	4	1.0	-2	-8	-1	5	0	COc1cc(NC(=O)C2CC2)c(OC)cc1NC(=O)c1ccco1
-0.2	0	0	-1	-0.8	-11	-4	-2	-9	-6	Cc1ccc(NC(=O)c2ncn(CC(=O)NCc3ccc4[nH]ccc4c3)n2)cc1C
-0.6	-10	-2	-2	1.4	-7	2	-2	-4	0	COc1cc(C(=O)COC(=O)c2ccncc2)cc(OC)c1OC
-1.0	1	0	3	-1.3	26	3	x	-1	-3	Cc1cccc(-n2ccnc2SCC(=O)Nc2nnc(C)s2)c1
-2.9	-2	-5	0	0.1	9	0	-3	-14	0	Cc1cc(C)nc(SCC(=O)N(C)C)n1
-1.2	-3	-15	-2	1.2	x	7	-5	0	-2	COc1ccc(NC(=O)CSc2nc(SC)ns2)cc1
-2.4	-9	-19	0	-0.4	29	0	1	-1	-2	CCCNC(=O)COC(=O)c1ccccc1C(=O)N(C)C1CCCCC1
-0.5	-3	-4	2	0.0	14	1	2	-1	-1	CC(C)OCCCn1c(SCC(=O)Nc2ccccc2C(F)(F)F)nc2nccnc2c1=O
-3.2	0	-5	3	1.3	-1	4	1	4	-1	O=S(=O)(c1ccc(-c2ccccc2)cc1)N1CCCC1
-0.5	2	-10	-5	-0.8	-62	-7	-5	-6	-4	COc1ccc(/C=N/Nc2nc(Nc3ccccc3)nc(N3CCCC3)n2)cc1
-2.4	x	-5	2	-0.6	-11	-2	-3	-7	0	CCOCC(=O)Nc1cc(C(=O)OC)cc(C(=O)OC)c1
0.5	-1	-2	0	-0.4	11	-1	-3	8	-1	Cc1ccc(S(=O)(=O)NCC(=O)OCC(=O)N2CCc3ccccc32)cc1
-0.3	6	-16	-3	0.5	30	5	1	-4	4	CCc1c(O)nc(SCC(=O)Nc2ccccc2)n(C(C)CC)c1=O (stereo not given)
-2.8	-8	1	-4	-0.3	6	5	1	-1	3	Cc1cc(C)cc(N(CC(=O)Nc2cc(C)ccc2C)S(=O)(=O)c2c(C)[nH]c(=O)[nH]c2=O)c1
-1.0	13	11	-2	0.1	24	1	1	-1	9	S=c1[nH]nc(-c2cc3ccccc3o2)n1Cc1ccccc1
x	1	-1	1	-1.3	-2	3	-6	4	-1	CCOc1ccccc1N1CCN(C(=O)c2csc(C)c2CC)CC1

3 structures from above, arranged by count of non-hydrogen atoms, highest first.
CAL PDZ FP-1	Rtt109 HAT inh	RTF Ca sens inh	Keap1-Nrf2 PPI	C-LANA FP	SR-BI DiI-HDL act	cardiac RTF act	CAL PDZ FP-2	PKA-R2B activ	DAGLB inhibitor	Molecule
-0.5	2	-10	-5	-0.8	-62	-7	-5	-6	-4	COc1ccc(/C=N/Nc2nc(Nc3ccccc3)nc(N3CCCC3)n2)cc1
-2.4	-9	-19	0	-0.4	29	0	1	-1	-2	CCCNC(=O)COC(=O)c1ccccc1C(=O)N(C)C1CCCCC1
-0.3	6	-16	-3	0.5	30	5	1	-4	4	CCc1c(O)nc(SCC(=O)Nc2ccccc2)n(C(C)CC)c1=O (stereo not given)

(continued)
CAL PDZ FP-1	Rtt109 HAT inh	RTF Ca sens inh	Keap1-Nrf2 PPI	C-LANA FP	SR-BI DiI-HDL act	cardiac RTF act	CAL PDZ FP-2	PKA-R2B activ	DAGLB inhibitor	Molecule
-2.5	2	-7	-4	0.9	21	6	-3	3	-2	CCOC(=O)C1=C(C)NC(=O)NC1c1ccccc1OCc1c(F)cccc1Cl (stereo not given)
0.4	6	5	-4	-0.7	-18	-2	x	-16	5	COc1ccc(OCc2nnc(SC(C)C(=O)Nc3nccs3)n2-c2ccccc2)cc1 (stereo not given)
1.2	1	-5	-3	1.8	-33	4	0	-7	-1	COc1c(O)ccc2c1CN1CCc3cc4c(cc3C1C2)OCO4 (stereo not given)
-4.1	-6	-3	3	0.6	1	-1	-7	3	0	COc1cc(NC(=O)c2ccc(N3CC4CC(C3)c3cccc(=O)n3C4)c(NC(=O)c3ccncc3)c2)cc(OC)c1OC (stereo not given)
-1.2	-9	-4	0	0.1	20	4	-3	5	-1	Cc1nc2sc(-c3ccccc3)cc2c(=O)[nH]1
4.1	-13	-1	3	-1.1	-11	-4	0	8	-5	COc1ccc2cc(C(=O)N/N=C/c3cc(OC)c(OC)c(OC)c3)[nH]c2c1
-0.3	-6	-10	-2	0.0	19	-1	5	6	-1	O=C(Nc1ccc(Cl)cc1)N1CCOC12CCCCC2
0.4	9	-2	2	0.8	2	3	0	11	-2	CN(C(=O)c1ccco1)c1ccccc1C(=O)O
0.2	13	-4	-1	-1.0	27	9	-1	-6	-1	Cc1ccc(C(=O)C2=C(O)C(=O)N(CCCn3ccnc3)C2c2ccc(OC(C)C)cc2)o1 (stereo not given)
-1.7	-16	5	-1	1.0	44	0	x	10	1	Cc1ccc(CCNS(=O)(=O)c2cc3c(cc2Cl)NC(=O)CO3)cc1
-0.4	25	x	-1	0.3	12	x	5	x	x	O=C(NC(=S)NNS(=O)(=O)c1ccc(Cl)cc1)c1cccnc1
-1.1	3	0	1	0.1	-25	9	4	0	-1	Cc1ccc(S(=O)(=O)N2CCOCC2)cc1NC(=O)COC(=O)c1ccc(OCc2c(C)noc2C)cc1
x	-1	-10	-6	-0.4	-35	2	-7	-5	1	Cc1cccc2[nH]c(-c3ccc(NC(=O)c4ccco4)cc3)nc12
0.4	0	-5	-2	-3.5	4	-4	x	-3	0	O=C1NC(=O)c2cc(Oc3ccc([N+](=O)[O-])cc3)ccc21
-3.6	4	6	-2	-1.3	-3	-2	-5	0	-1	COC(=O)c1ccc(C)c(NS(=O)(=O)c2ccc(NC(C)=O)cc2)c1
-3.1	23	-10	-8	2.6	21	8	1	-4	0	COc1ccc(-c2nnc(NC(=O)c3cc(C)on3)s2)cc1
0.8	0	0	2	-0.5	23	-5	x	-5	-5	O=C1/C(=C/c2ccc(F)cc2)SC(=S)N1N1CCOCC1
-1.1	8	-2	0	-0.2	-36	-2	-2	7	-23	CC(C)(C)OC(=O)N(CCc1ccccc1)Cc1ccccc1OCc1ccc(NC(=O)C2CCCC2)cc1
-2.1	-7	7	-2	-1.5	0	-1	-1	-7	-3	CC(NC(=O)CCNS(=O)(=O)c1ccccc1)c1ccccc1 (stereo not given)
-2.3	-4	-5	-1	12	-10	-5	-3	-7	-5	COc1ccc(/C(O)=C/Sc2nnc(Cc3ccccc3)o2)cc1

More records:
CAL PDZ FP-1	Rtt109 HAT inh	RTF Ca sens inh	Keap1-Nrf2 PPI	C-LANA FP	SR-BI DiI-HDL act	cardiac RTF act	CAL PDZ FP-2	PKA-R2B activ	DAGLB inhibitor	Molecule
-2.0	-5	0	2	0.5	3	3	-27	-2	-2	CCOC(=O)N1CCN(Cc2nc(N)nc(Nc3ccc(C)cc3C)n2)CC1
-1.2	-13	-8	-5	-2.0	12	6	0	0	1	NCCC1CN(C(=O)OCc2ccccc2)c2ccccc21 (stereo not given)
-0.9	11	-6	-43	0.2	6	3	-3	-18	-2	CCC(C)NC(=O)CSc1c2c(nc3ccccc13)CCCC2 (stereo not given)
-0.2	9	-2	-1	0.2	-9	2	3	14	1	c1ccc(N2CCN(Cc3nnnn3C3CCCCC3)CC2)cc1
-0.6	2	-3	-4	1.2	18	-2	x	6	-1	CCCc1cc(=O)[nH]c(SCC(=O)N2CCCCCC2)n1
-2.2	2	-3	-6	0.0	-22	7	0	-10	-1	COc1ccc(S(=O)(=O)N2CCCN(CC(=O)Nc3ccc4c(c3)OCO4)CC2)cc1
-1.1	14	-16	-1	3.7	-8	4	4	6	-1	COc1cc2c(cc1OC)C1C/C(=N\O)C(CC(C)C)CN1CC2 (stereo not given)
-2.4	-1	-120	-17	2.0	6	110*	-3	-3	-48	COc1ccc(C2C(C(C)=O)=C(C)N=c3s/c(=C\c4cc(C)n(C)c4C)c(=O)n32)c(OC)c1 (stereo not given)
0.8	16	-6	1	-0.8	x	0	x	5	-6	O=C(Cn1c(=O)cnc2ccccc21)Nc1ccccc1N1CCOCC1
0.1	-7	-2	-6	-1.7	3	1	-1	3	-2	CC(=O)NCc1ccc(C(=O)CCl)cc1

As entered above:
`CCCc1cc(=O)[nH]c(SCC(=O)N2CCCCCC2)n1` in cardiac RTF act → -2
`CC(=O)NCc1ccc(C(=O)CCl)cc1` in cardiac RTF act → 1
`CCC(C)NC(=O)CSc1c2c(nc3ccccc13)CCCC2` (stereo not given) in SR-BI DiI-HDL act → 6

Bioassay records as filed in PubChem BioAssay.
